Screens: PubChem, several laboratories
ERb coact inh: inhibitors of ERβ-SRC1 coactivator interaction, primary screen, biochemical, TR-FRET, ERβ LBD, SRC-1 peptide. Estrogen receptor beta (Homo sapiens), Q92731. TR-FRET ER-beta LBD / SRC1-Cy5 peptide binding; receptor agonist-loaded with 1 µM estradiol. inhibition, % at 25.6 µM. 86,000 compounds, 1.3% hits;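 active means compounds whose percent inhibition of the receptor-coactivator binding signal exceeds about 50% in the single-dose screen, limit read from the data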;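 further: 0% = receptor plus peptide wells without compound and 100% = peptide-only wells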
Target sequence (Q92731 whole entry, looked up, the tested form may be a part): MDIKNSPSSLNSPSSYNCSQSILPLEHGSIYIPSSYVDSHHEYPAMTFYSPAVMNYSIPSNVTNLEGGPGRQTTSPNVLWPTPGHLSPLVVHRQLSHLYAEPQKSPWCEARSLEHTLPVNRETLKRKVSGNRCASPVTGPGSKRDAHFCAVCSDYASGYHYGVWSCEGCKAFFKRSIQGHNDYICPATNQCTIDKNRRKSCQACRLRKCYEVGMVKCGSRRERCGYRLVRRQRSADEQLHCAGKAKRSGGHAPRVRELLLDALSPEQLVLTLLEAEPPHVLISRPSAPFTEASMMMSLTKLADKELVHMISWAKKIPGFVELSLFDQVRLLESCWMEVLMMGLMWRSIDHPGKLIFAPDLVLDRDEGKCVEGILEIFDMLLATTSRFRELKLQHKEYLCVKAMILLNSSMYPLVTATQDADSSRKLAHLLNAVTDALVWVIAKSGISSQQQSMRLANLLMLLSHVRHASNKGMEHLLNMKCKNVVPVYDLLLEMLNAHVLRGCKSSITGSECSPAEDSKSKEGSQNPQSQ
HUVEC inhibit: inhibitors of HUVEC proliferation, primary screen, cell-based, 384-well. CellTiter-Glo luminescence, 72 h; active compounds read low. viability, % at 10 µM (by protocol). 86,000 compounds, 1.1% hits. AID 648, 2007;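 active means viability at or below 30%; inactive means viability above 30%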;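 further: 100% = median luminescence of DMSO-only cell control wells on each plate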
Lung fibro prol: antiproliferative effect on LL 47 fibroblasts – human, LL 47 cells, CellTiter-Glo luminescence, primary screen | LL 47 human lung fibroblast viability, ATP luminescence; active compounds read low | viability, % at 10 µM | 85,000 compounds, 1.1% hits | AID 719, 2007;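 active means viability at or below 50% in the single dose screen; inactive means viability above 50%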;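 further: compound exposure lasted 72 h before the ATP readout; 100% = median luminescence of untreated cell-only wells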
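Test system: LL 47 human lung fibroblasts / Quantity: 1,150 cells in each well / Medium: IMEM growth medium with 15% fetal bovine serum / Incubation: 72 h compound exposure at 37 °C after overnight plating / Detection: CellTiter-Glo luminescence measuring cellular ATP / Read-out: % viability versus median cells-only luminescence / Benchmarks: cell-only wells, no compound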
ERa coact inh: ERα–SRC-1 coactivator interaction inhibitors, primary screen, biochemical, TR-FRET, ERα LBD, estradiol-bound. Estrogen receptor (Homo sapiens), P03372. TR-FRET ER-alpha LBD / SRC-1 peptide. inhibition, % at 25.6 µM. 86,000 compounds, 1.7% hits. AID 629, 2007; in the data active means inhibition above about 50%;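 further: 0% = receptor plus peptide control and 100% = peptide only without receptor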
Calb biofilm kill: clotrimazole potentiators killing Candida biofilms, primary screen, with clotrimazole, Alamar Blue; C. albicans biofilm + clotrimazole; 85,000 compounds, 0.14% hits; inhibition, % at 6 µM;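 active means inhibition above 20%; inactive means inhibition below 20%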;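 further: preformed 24 hr biofilms exposed to compound for 48 hr; 0% = biofilm without compound and 100% = blank killed by clotrimazole plus chlorhexidine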
Smad3 FoxH1 inh: Smad3/FoxH1 peptide binding inhibitors, primary screen, biochemical, TR-FRET; Mothers against decapentaplegic homolog 3 (Homo sapiens), P84022; TR-FRET Smad3/Dy647-FoxH1 peptide binding, europium anti-His; inhibition, % at 25 µM; 88,000 compounds, 0.29% hits; AID 630, 2007;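 active means compounds that reduce the energy-transfer binding signal between the protein and its labelled peptide by more than half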;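 further: 0% = Smad3 plus labelled peptide maximal FRET and 100% = peptide-only background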
Target sequence (P84022 whole entry, looked up): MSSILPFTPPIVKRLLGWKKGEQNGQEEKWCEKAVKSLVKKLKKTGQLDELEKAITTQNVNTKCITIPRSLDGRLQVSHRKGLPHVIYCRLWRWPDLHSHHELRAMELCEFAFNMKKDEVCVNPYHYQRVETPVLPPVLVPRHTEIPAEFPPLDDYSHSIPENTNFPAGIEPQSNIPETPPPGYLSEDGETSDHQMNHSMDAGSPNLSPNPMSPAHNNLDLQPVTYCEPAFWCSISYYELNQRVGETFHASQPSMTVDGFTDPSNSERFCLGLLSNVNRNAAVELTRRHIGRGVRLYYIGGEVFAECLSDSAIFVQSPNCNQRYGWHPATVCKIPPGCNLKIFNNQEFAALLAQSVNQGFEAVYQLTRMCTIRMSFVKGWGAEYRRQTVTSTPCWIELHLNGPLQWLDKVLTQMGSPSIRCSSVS
sEH act: soluble epoxide hydrolase activators, primary screen, biochemical, human sEH; purified human sEH enzymatic activity, activator screen; activation, % at 2 µM; 91,000 compounds, 0.04% hits; in the data active means activation above about 37%; further: values of inactives mirror those of a sister screen read the other way
H69AR inhibit: proliferation blockers of H69AR lung cancer cells, primary screen, cell-based, human, 86K library | H69AR lung tumor viability, ATP luminescence, 72 h; active compounds read low | viability, % at 10 µM | 85,000 compounds, 6% hits;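 active means viability at or below 40%; inactive means viability above 40%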;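 further: multidrug resistant small cell line overexpressing MRP-1 efflux transporter; 100% = mean luminescence of untreated control wells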
ERa coact pot: enhancers of ERα–SRC-1 coactivator binding, primary screen, biochemical, TR-FRET, ERα LBD, low estradiol | Estrogen receptor (Homo sapiens), P03372 | TR-FRET ERalpha-LBD/SRC-Cy5 coactivator binding, 2 h; 100 = basal binding, no effect | coactivator binding (% of control), % at 25.6 µM | 86,000 compounds, 1.3% hits; in the data active means activity above about 200%;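 further: binding measured in presence of low estradiol as agonist stimulus; 0% = peptide alone without receptor and 100% = receptor with peptide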
Starred values were filed as active, the others as inactive; . = not tested or not shown; [ ] = dose if it differs, or a comment. This is a subset. The share of hits here may be higher or lower than overall.

Values in the order – ERb coact inh, HUVEC inhibit, Lung fibro prol, ERa coact inh, Calb biofilm kill, Smad3 FoxH1 inh, sEH act, H69AR inhibit, ERa coact pot
#1 CCCn1c(=O)c2ccccc2n2c(SCC(=O)c3ccccc3)nnc12
→ 5.0, 89.9, 92.3, 5.7, -2.1, 10.0, -2.3, 48.1, 160.1
#2 O=C(NCCNC(=O)c1cccs1)c1ccco1
→ -5.6[fluorescence artefact?], 97.0, 103.5, -3.5[fluorescence artefact?], 11.8, -2.5, -6.2, 104.0, 103.3[fluorescence artefact?]
#3 COc1cc(C2Nc3ccc4ncccc4c3C3=C2C(=O)CCC3)ccc1O (stereo not drawn)
→ 14.1, 64.2, 69.7, 17.1[fluorescence artefact?], 5.2, -0.6, ., 28.5*, 93.9
#4 O=C1CC(c2ccccc2)CC(O)=C1C=NCCCO (stereo not drawn)
→ 8.7, 95.1, 98.1, 0.6, 9.6, 0.0, -8.1, 91.1, 128.5
#5 Nc1nc(-c2cccs2)c(NC(=O)c2ccccc2)s1
→ 29.2[fluorescence artefact?], 59.1, 121.3, 13.6[fluorescence artefact?], -4.0, -3.2, -3.7, 89.9, 65.3[fluorescence artefact?]
#6 O=C(Oc1ccc(-c2nc(-c3ccccn3)no2)cc1)c1ccccc1
→ 18.8, 61.2, 51.8, -18.7, 4.3, 9.7[fluorescence artefact?], -12.5, 47.8, 210.0*
#7 COc1ccccc1NC(=O)CSc1nc2n[nH]c(C)c2c(=N)n1-c1ccccc1Cl
→ 27.2, 72.8, 81.8, 23.9, 4.1, 26.9[fluorescence artefact?], -4.4, 51.8, 187.5[fluorescence artefact?]
#8 CC(=O)N1CCCc2cc(S(=O)(=O)NC(C(=O)NC(C)c3ccccc3)C(C)C)ccc21 (stereo not drawn)
→ 0.2[fluorescence artefact?], 86.6, 90.5, 1.8, 6.2, 6.8, ., 96.2, 91.6[fluorescence artefact?]
#9 CCC(C)N1C(=O)C2C(C(=O)Nc3cccc(OC)c3)C3C=CC2(O3)C1C(=O)NC1CCCCC1C (stereo not drawn)
→ 6.8[fluorescence artefact?], 83.0, 91.4, 2.6[fluorescence artefact?], 4.8, -3.9, 3.0, 95.2, 104.9[fluorescence artefact?]
#10 Cc1occc1C(=O)NCc1ccc(C(=O)O)o1
→ 1.2[fluorescence artefact?], 98.9, 106.3, 5.6, 4.5, 9.8, -2.0, 103.1, 78.0
#11 CNC(=O)c1sccc1SCc1ccc(Cl)cc1Cl
→ 3.8[fluorescence artefact?], 103.8, 105.5, 8.4[fluorescence artefact?], 2.4, 7.1, -3.3, 74.6, 93.0
#12 Cc1ccc2oc3c(c(=O)c2c1)C(c1cccc(Br)c1)N(Cc1ccco1)C3=O (stereo not drawn)
→ 4.1, 55.6, 10.5*, 7.8, ., 5.0[fluorescence artefact?], -6.9, 3.1*, 142.0
#13 O=C(NCCCN1CCN(c2ccccc2)CC1)Nc1ccccc1C(F)(F)F
→ -5.0, 100.9, 96.6, -5.0, 4.7, -2.7, 13.1, 76.0, 100.8
#14 Cc1ccc(S(=O)(=O)/C(C#N)=C/c2c(N3CC(C)OC(C)C3)nc3c(C)cccn3c2=O)cc1 (stereo not drawn)
→ -3.0, 70.0, 101.6, -3.5, 13.3, 1.7, 6.7, 51.5, 109.6
#15 CC1(C)CC(=O)c2sc(NC(=O)Cc3cccs3)nc2C1
→ -10.6, 97.8, 109.7, 2.8, 0.9, -0.2, -4.5, 84.7, 105.7
#16 Cc1ccc(/C=C/C2=NN(Cc3ccc(Cl)c(Cl)c3)C(=O)CC2)cc1
→ -0.2, 112.9, 116.0, -5.3, 2.6, -1.6, 1.8, 99.2, 101.9
#17 O=C(NCCNC(=O)c1ccc(Br)o1)c1ccc(Br)o1
→ -2.7, 91.8, 95.6, -2.7, 10.6, 7.5, -6.0, 92.1, 101.3
#18 COC(=O)c1oc2ccc(Br)cc2c1NC(C)=O
→ -1.2, 97.2, 105.2, -3.9, 13.8, 3.9, -15.2, 95.0, 166.0
#19 CCn1cc(C(=O)NCCCN2CCC(C)CC2)c(=O)c2cc(S(=O)(=O)N3CCCC3)ccc21
→ -8.6, 98.1, 90.1, 0.1, 2.1, 12.1, ., 89.8, 121.5
#20 COc1ccccc1NC(=O)C1=C(C)Nc2nc(-c3ccc(N(C)C)cc3)nn2C1c1ccncc1 (stereo not drawn)
→ 27.8[fluorescence artefact?], 88.5, 94.9, -0.8[fluorescence artefact?], 3.2, 4.5, 18.1, 77.6, 108.6
#21 COc1cc(C2NC(=O)NC(O)(C(F)(F)F)C2C(=O)c2cccs2)ccc1O (stereo not drawn)
→ -0.8, 104.0, 109.6, 3.0, -2.4, 7.7, -5.0, 95.3, 99.0
#22 CCCNC(=O)N[C@@H](Cc1ccccc1)C(=O)OC
→ 19.0, 97.2, 102.2, 11.6, 15.5, -8.4, 3.2, 102.7, 84.5
#23 Cc1ccc(C(=O)NCCNS(=O)(=O)c2ccccc2)cc1
→ -1.4, 99.7, 109.8, -1.8, 7.1, -1.7, ., 95.3, 109.3[fluorescence artefact?]
#24 O=C1c2ccccc2C(Nc2cccnc2)N1Cc1ccc2c(c1)OCO2 (stereo not drawn)
→ -4.1, 106.1, 97.2, -3.5, 1.9, 4.4, ., 84.4, 106.5
#25 O=C(c1ccco1)N1CCN(c2ncnc3scc(-c4cccs4)c23)CC1
→ -2.5, 68.6, 88.0, 3.2, ., 4.1, -13.3, 43.0, 87.2
#26 O=C(NCc1ccco1)c1cnn2c(C(F)(F)F)cc(-c3ccccc3)nc12
→ -3.2, 94.0, 90.4, 6.9, 8.9, 6.7, ., 49.9, 141.8
#27 CC(C)(C)OC(=O)N1CCCC1C(=O)N1CCCC1C(=O)N1CCCC1C(=O)O (stereo not drawn)
→ 5.9, 99.4, 96.1, -0.2, 4.0, 2.0, -14.1, 94.5, 120.3[fluorescence artefact?]
#28 COCCn1c(CNc2ccc(F)cc2)nnc1SCC(=O)Nc1ccc(OC)cc1OC
→ -3.7, 101.3, 91.1, -14.8, 7.3, 4.2, -5.2, 88.9, 132.0
#29 O=C(NCCc1ccccc1)c1ccc(=O)[nH]c1
→ -19.7, 96.5, 95.2, -8.9, -8.1, -1.9, ., 84.8, 103.5
#30 CC(C)c1ccc(C2NC(=O)NC3=C2CCc2ccccc23)cc1 (stereo not drawn)
→ -6.3, 54.3, 89.1, -2.0, 6.0, -9.1, -17.9, 60.1, 93.6

An excerpt from above in order of the sEH act value, smallest number first.
No.	Molecule	sEH act
30	CC(C)c1ccc(C2NC(=O)NC3=C2CCc2ccccc23)cc1 (stereo not drawn)	-17.9
6	O=C(Oc1ccc(-c2nc(-c3ccccn3)no2)cc1)c1ccccc1	-12.5
4	O=C1CC(c2ccccc2)CC(O)=C1C=NCCCO (stereo not drawn)	-8.1

Next results follow.
nr	SMILES	ERb coact inh	HUVEC inhibit	Lung fibro prol	ERa coact inh	Calb biofilm kill	Smad3 FoxH1 inh	sEH act	H69AR inhibit	ERa coact pot
31	COc1ccccc1-c1nnc2sc(C3CCCCC3)nn12	-5.7	95.6	84.7	-6.9	5.2	8.8	.	90.2	131.0
32	CCOC(=O)N1CCC(NC(=O)c2cnn3c(C(F)(F)F)cc(-c4cccc(OC)c4)nc23)CC1	51.2*[fluorescence artefact?]	48.3	27.1*	72.0*[fluorescence artefact?]	8.4	22.9[fluorescence artefact?]	.	97.7	182.8[fluorescence artefact?]
33	CC(NC(=O)c1ccco1)C(c1cccs1)N1CCN(c2ccccc2)CC1 (stereo not drawn)	-8.2	102.1	106.7	-4.1	6.1	-3.5	.	96.3	107.7
34	O=C(Nc1ccc2c3c(cccc13)CC2)c1ccc(Br)o1	0.6[fluorescence artefact?]	107.1	106.1	-3.6	3.7	3.8	-5.1	93.6	91.3
35	O=C(COC(=O)c1ccccc1C(=O)N1CCN(c2ccccc2)CC1)Nc1ccc(F)cc1	4.3	97.2	102.4	1.5	3.8	-8.5	-4.9	90.9	85.6
36	O=C(NCCN1CCOCC1)c1cc(-c2ccc(F)cc2)on1	-9.0	96.1	89.5	-6.2[fluorescence artefact?]	11.6	5.6	.	102.6	96.3
37	Cc1ccc(Cl)cc1N1CCN(C(=O)C2(S(=O)(=O)c3ccc(Cl)cc3)CC2)CC1	0.1	70.0	90.7	25.1[fluorescence artefact?]	4.4	6.8	-15.1	52.2	107.0
38	CN(CCOc1ccccc1)c1ccc(S(=O)(=O)N2CCCCC2)cn1	-2.3[fluorescence artefact?]	106.4	95.7	-6.3	4.1	3.6	3.2	102.4	110.0
39	CC(=O)Nc1ccc(S(=O)(=O)N(C)c2ccccc2)cc1	-7.7	86.0	88.1	-0.3	9.0	-7.9	.	90.9	99.3
40	CCN(CC)CCn1c(NCc2ccc(OC)cc2)nc2ccccc21	-6.6[fluorescence artefact?]	87.7	81.2	-2.3	5.7	3.6[fluorescence artefact?]	-6.9	67.6	121.3
41	Cc1ccc(C)c(N2CCN(C(=O)c3cc4sccc4n3C)CC2)c1	4.2	90.5	.	-6.7	4.5	10.7	-6.6	93.8	92.7
42	Cc1cc(NC(=O)C2CC(c3ccccc3Cl)=NO2)no1 (stereo not drawn)	-4.7	96.3	102.4	-2.4	6.0	-5.5	1.8	91.5	107.3
43	Cc1ccc(-n2c(CSc3nc(C)cc(C)n3)nnc2SCC(=O)Nc2nccs2)cc1	-5.5	100.6	98.8	-2.9	2.8	5.8	.	69.6	92.8
